FBW7 activator: human FBW7 E3 ligase activation, primary screen; AlphaScreen FBW7–phospho-cyclin E peptide binding, activator screen; normalized activity (activation), % at 26.1 µM; actives 0.13% (n = 650,000); AID 1259310; in the data active means normalized activity above about 1.9%;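 further: purified mutant Fbw7 with reduced substrate affinity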
Target sequence (Q969H0 whole entry, looked up): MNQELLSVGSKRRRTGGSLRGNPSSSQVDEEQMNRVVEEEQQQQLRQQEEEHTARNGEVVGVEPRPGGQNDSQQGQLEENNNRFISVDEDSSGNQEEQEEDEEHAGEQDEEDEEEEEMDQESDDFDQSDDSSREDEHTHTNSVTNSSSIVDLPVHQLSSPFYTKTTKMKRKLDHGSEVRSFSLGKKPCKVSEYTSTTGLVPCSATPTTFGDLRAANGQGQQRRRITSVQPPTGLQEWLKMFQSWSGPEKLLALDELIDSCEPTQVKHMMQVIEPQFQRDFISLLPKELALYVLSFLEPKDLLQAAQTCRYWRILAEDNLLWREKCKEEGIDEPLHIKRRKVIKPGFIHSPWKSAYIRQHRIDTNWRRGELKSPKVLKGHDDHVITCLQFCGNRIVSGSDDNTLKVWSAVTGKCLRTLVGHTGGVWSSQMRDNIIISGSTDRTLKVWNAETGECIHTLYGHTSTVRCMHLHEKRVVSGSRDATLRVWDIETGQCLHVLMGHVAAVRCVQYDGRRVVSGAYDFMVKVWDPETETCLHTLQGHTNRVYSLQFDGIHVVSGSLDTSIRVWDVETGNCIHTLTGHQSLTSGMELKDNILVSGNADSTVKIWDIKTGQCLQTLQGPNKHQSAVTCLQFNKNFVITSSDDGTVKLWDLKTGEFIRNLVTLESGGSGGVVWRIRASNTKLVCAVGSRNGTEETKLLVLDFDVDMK
GPR151 activ: human GPR151 activation | PathHunter beta-arrestin GPR151 cells, luminescence | activation, % at 11.2 µM | actives 1% (n = 650,000); in the data active means activation above about 4.9%;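 further: 0% = median of compound wells and 100% = cells with positive control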
Target sequence (Q8TDV0 whole entry, looked up): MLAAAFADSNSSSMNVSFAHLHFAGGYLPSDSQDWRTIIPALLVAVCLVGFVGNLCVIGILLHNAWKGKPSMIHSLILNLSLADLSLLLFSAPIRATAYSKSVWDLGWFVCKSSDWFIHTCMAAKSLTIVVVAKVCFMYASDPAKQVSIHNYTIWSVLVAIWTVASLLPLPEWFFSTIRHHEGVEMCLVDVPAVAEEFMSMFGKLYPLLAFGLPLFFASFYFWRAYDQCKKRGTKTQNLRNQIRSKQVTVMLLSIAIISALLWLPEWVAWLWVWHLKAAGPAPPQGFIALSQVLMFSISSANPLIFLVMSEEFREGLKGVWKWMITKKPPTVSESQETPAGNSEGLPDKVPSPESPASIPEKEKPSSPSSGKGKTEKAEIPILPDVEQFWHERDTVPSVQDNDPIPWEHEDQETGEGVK
MITF inh: blocks human microphthalmia-associated transcription factor; AID 1259374; AlphaScreen MITF homodimerization, bead proximity signal; inhibition, % at 2.6 µM; actives 0.91% (n = 650,000); in the data active means inhibition above about 50%;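 further: 0% = vehicle wells with protein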
TEAD-YAP inh: TEAD-YAP interaction inhibition; HEK-TIYL cells, TEAD-Gal4/YAP UAS-luciferase luminescence; inhibition, % at 9.12 µM; actives 1.4% (n = 640,000); AID 1259422; in the data active means inhibition above about 32%;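 further: 0% = median of test compound wells and 100% = reference inhibitor wells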
An asterisk follows results filed as active; & = joins results of further samples.

SMILES | FBW7 activator | GPR151 activ | MITF inh | TEAD-YAP inh
COc1cc(/C=C2\N=C(c3cc(OC)c(OC)c(OC)c3)OC2=O)cc(I)c1OC(C)=O | 0.0 | 1.3 | -1.9 | 11.7
CCc1ccc(NC(=O)C2CCCN(S(=O)(=O)c3ccc4c(c3)oc(=O)n4C)C2)cc1 (stereo not given) | 0.0 | 0.6 | 8.4 | -9.2
NC1=NN(c2cccc(C(=O)O)c2)C(=O)C1 | -0.6 | -1.2 | -5.9 | -3.1
O=C(NC(c1ccccc1)c1ccco1)C1CCN(C(=O)c2cccs2)CC1 (stereo not given) | 0.1 | -0.6 | 9.2 | 5.3
O=c1oc2ccccc2c(NCc2ccccc2)c1CN1CCCCC1 | 0.4 | -0.7 | 2.9 | -8.4
Cc1nn(C)cc1CN1CCOc2ccc(CN3CCc4ccccc4C3)cc2C1 | 0.2 | 4.8 | 11.7 | 3.1
COC(=O)c1ccccc1NC(=S)NC(=O)Cc1ccccc1 | 0.6 | 0.3 | 3.6 | -5.5
COc1ccc2c(c1OC)CN(C)CCc1cc3c(cc1C(O)C2)OCO3 (stereo not given) | 0.0 | 1.4 | -2.1 | -7.9
Cc1ccc(Cl)cc1N1CCN(C(=O)Cn2cccc2)CC1 | -0.3 | 0.4 | -1.8 | -2.3
Cc1cc(OCC(=O)OCc2ccccc2)c2c(-c3ccccc3)cc(=O)oc2c1 | 0.0 | 1.9 | 4.0 | -1.1
CC(=O)CSc1nnc(C)n1-c1cccc(C#N)c1 | 1.2 | -0.9 | 16.8 | 5.2
COc1cc(C2NC(=S)NC(C)=C2C(=O)Nc2ccccc2)ccc1OCc1ccccc1 (stereo not given) | 0.0 | -2.1 | -2.5 | 8.2
O=C(CSc1nnc2n(C3CCCCC3)c(=O)c3ccccc3n12)N1CCOCC1 | 0.2 | 1.5 | 8.9 | 2.7
O=C(NCC(O)c1ccc([N+](=O)[O-])cc1)C1CCCCC1 (stereo not given) | 0.1 | -1.6 | 14.9 | 2.1
Cc1cc(NC(=O)COc2ccc(C(=O)c3ccc(F)cc3)cc2)no1 | 0.0 | 0.7 | -7.6 | 2.8
CCOc1ccc(S(=O)(=O)/N=C2/C=C(Sc3ncn[nH]3)C(=O)c3ccccc32)cc1 | -0.3 | -2.2 | 0.6 | 3.5
Nc1cccc2c1C(=O)N(c1ccccc1)C2=O | 0.3 | -0.1 | 52.1* | -6.1
CCOC(=O)C1CCCCN1C(=O)c1ccc(-n2cc(NC(=O)c3cccnc3)cn2)cc1 (stereo not given) | 0.0 | -1.0 | -9.1 | 2.1
COc1ccccc1C1C2=C(COC2=O)Nc2cc3c(cc21)OCO3 (stereo not given) | 0.1 | 1.4 | 14.4 | 54.0*
CCN(CC)C(=O)/C=C/c1cccc([N+](=O)[O-])c1 | -0.2 | 0.8 | -11.3 | -2.5
O=C(Nc1cccc(F)c1)C1CCN(C(=O)c2ccc(Br)cc2)CC1 | -0.2 | 0.0 | 4.9 | 5.7
Cc1cc(C(=O)CC#N)c(C)n1-c1ccc(F)cc1 | -0.1 | 0.5 | 16.8 | -1.6
CCCCn1c(CNC(=O)c2ccc(OC)cc2)nnc1SCC(=O)Nc1sc2c(c1C(=O)OCC)CCCC2 | 0.0 | 0.5 | 1.0 | 5.6
CCOC(=O)c1c(C)c(C(=O)Nc2ccc(F)c(Cl)c2)c(C)n1C | -0.2 | -1.1 | -0.5 | -22.8
CCOC(=O)C1=C(C)NC(C)=C(C(=O)OC)C1c1cccc([N+](=O)[O-])c1 (stereo not given) | 0.0&0.0&-0.1&0.0&0.0 | 1.2&1.6&-0.3&0.8&-0.9 | 2.8&8.0&-13.4&16.1&8.1 | 4.2&15.1&10.8
Cc1cc(=O)[nH]c2nnc(SCC(N)=O)n12 | -0.1 | 0.5 | 8.7 | -0.1
O=C(Cn1c(=O)oc2cc(S(=O)(=O)NC3CCCC3)ccc21)N1CCc2ccccc21 | 0.1 | -0.1 | -14.7 | 12.9
O=C(CN1CCCCCCC1)N/N=C/c1ccc([N+](=O)[O-])o1 | -0.1 | 2.0 | 35.2 | 15.9
COc1ccccc1C1CCCN1Cc1c(C(=O)N(C)C)nc2ccc(Cl)cn12 (stereo not given) | -0.2 | 1.1 | -1.2 | 22.2
CC(C)(C)NC(=O)C(c1cccnc1)N(C(=O)c1ccc2c(c1)OCCO2)c1ccccc1 (stereo not given) | 0.6 | 0.9 | -0.4 | -3.9
Cc1cc(C(=O)N/N=C/c2ccc(C)s2)n[nH]1 | 0.1 | -0.7 | 19.3 | -21.9
COc1cc(Nc2ncnc3nc(-c4ccccc4)[nH]c23)cc(OC)c1OC | -0.2 | -0.1 | 10.6 | 9.4
CC(=O)Nc1ccc(S(=O)(=O)N(C2CC2)C2CCN(Cc3ccccc3)CC2)cc1 | -0.1 | 0.7 | 9.4 | 0.5
Fc1ccc(/C=N/Nc2ccc3ccccc3n2)cc1F | -0.2 | -5.0 | -4.6 | -27.4
COc1ccc(C(=O)O)c(O)c1OC | 0.2 | -3.4 | 19.6 | -6.1
CCc1ccccc1NC(=O)c1ccc(S(=O)(=O)N2CCCC2)o1 | 0.2 | 0.6 | -3.2 | 6.7
COc1ccc(CCNC(=S)Nc2ccc(S(=O)(=O)N3CCCC3)cc2)cc1OC | -0.1 | -0.4 | 13.7 | -1.0
CN1C(=O)C(C)(C)c2cc(S(=O)(=O)NC3CCCCCCC3)ccc21 | 0.0 | 0.6 | 14.0 | 10.4
C1COCCOCCNCCOCCOCCN1 | -0.2 | 0.8 | -3.2 | -0.8
O=C(CCc1n[nH]c(=O)[nH]c1=O)N/N=C/c1ccc(Br)cc1 | 0.0 | 0.0 | 3.9 | 6.5
OCc1nc2cc3ccccc3cc2[nH]1 | -0.1 | -1.5 | 5.9 | -18.4
CC(NCc1ccc([N+](=O)[O-])cc1)c1ccccc1 (stereo not given) | -0.1 | -1.0 | -0.6 | 1.9
CCn1cc(C(=O)Nc2ccc3c(c2)oc2ccccc23)c(=O)c2ccc(C)nc21 | 0.2 | 2.6 | 9.2 | 10.1
CC[C@H](O)C(=O)N1CCCN(S(=O)(=O)c2cccc3cnccc23)CC1 | 0.0 | -1.5 | 0.7 | 2.9
COc1cccc(-c2cc(C(=O)NCc3ccc4c(c3)OCO4)[nH]n2)c1 | -0.2 | 0.4 | -5.5 | -4.1

Quoted from the listing:
Reading for CC[C@H](O)C(=O)N1CCCN(S(=O)(=O)c2cccc3cnccc23)CC1 under TEAD-YAP inh: 2.9
Reading for CCOc1ccc(S(=O)(=O)/N=C2/C=C(Sc3ncn[nH]3)C(=O)c3ccccc32)cc1 under MITF inh: 0.6
Reading for O=C(NCC(O)c1ccc([N+](=O)[O-])cc1)C1CCCCC1 (stereo not given) under TEAD-YAP inh: 2.1
Reading for CN1C(=O)C(C)(C)c2cc(S(=O)(=O)NC3CCCCCCC3)ccc21 under MITF inh: 14.0

(continued)
SMILES | FBW7 activator | GPR151 activ | MITF inh | TEAD-YAP inh
NC(=O)c1ccccc1Nc1cc(NC(=O)Cc2ccc(F)c(F)c2)ncc1F | 0.0 | 1.3 | -3.8 | 14.8
Cc1ccc(CN(c2ccc(C(=O)O)cc2)S(C)(=O)=O)cc1 | 0.0 | 0.1 | 3.6 | 4.5
CCN(CC)S(=O)(=O)c1ccc2c(c1)CCN2C(=O)CCC(=O)O | 0.0 | -0.3 | 5.7 | 5.5
CC1=CC2=NC(Cc3ccccc3)(NC(=O)c3ccccc3)C(=O)N2C=C1 (stereo not given) | 0.5 | 0.1 | 3.0 | 2.7
COCCCNC(=O)CC(=O)N/N=C\c1c(O)ccc2ccccc12 | -0.7 | 0.4 | 42.5 | 21.4
Cc1ccc(-c2nc[nH]c2C)cc1 | 0.0 | -0.1 | 15.3 | -14.2
Cc1ccc(-c2cccc3ccc(N4CCN(S(C)(=O)=O)CC4)nc23)cc1 | 0.1 | -1.7 | 2.0 | 1.1
COc1ccc2sc(N(CCN(C)C)C(=O)/C=C/c3cccs3)nc2c1 | 0.7 | -0.5 | 9.3 | 3.6
CCOC(=O)C1=C(c2ccccc2)NC(=S)NC1c1ccc(OC)c(OC)c1 (stereo not given) | 0.2 | 1.1 | 14.2 | -7.6
CCN1C(=O)CC(Sc2ncccc2C(=O)O)C1=O (stereo not given) | 0.0 | -0.6 | 0.4 | 1.0
Cc1ccc(Sc2ncccc2C(=O)NCc2ccco2)cc1 | 0.0 | -0.2 | 3.3 | -14.9
O=c1[nH]c2ccccc2nc1/C=C(\O)c1c(O)c(F)c(F)c(F)c1F | -0.2 | -0.1 | -3.6 | 2.0
COc1ccc(-c2nnc(SCC(=O)c3cccc([N+](=O)[O-])c3)n2C)cc1 | -0.3 | 1.8 | 3.4 | 5.7
COc1ccc(OCC(=O)Nc2nc3ccc(NC(C)=O)cc3s2)cc1 | 0.1 | 1.8 | -2.4 | 5.0
CN1CCN(C(c2ccccc2Cl)c2nnnn2C2CCCCC2)CC1 (stereo not given) | -0.1 | 1.0 | 5.3 | 6.4

Record cards, from the list above. Screens in order: FBW7 activator, GPR151 activ, MITF inh, TEAD-YAP inh
OCc1nc2cc3ccccc3cc2[nH]1 is listed with -0.1, -1.5, 5.9, -18.4
CCN1C(=O)CC(Sc2ncccc2C(=O)O)C1=O (stereo not given) is listed with 0.0, -0.6, 0.4, 1.0
CC(NCc1ccc([N+](=O)[O-])cc1)c1ccccc1 (stereo not given) is listed with -0.1, -1.0, -0.6, 1.9
CCc1ccc(NC(=O)C2CCCN(S(=O)(=O)c3ccc4c(c3)oc(=O)n4C)C2)cc1 (stereo not given) is listed with 0.0, 0.6, 8.4, -9.2

(list continues)
SMILES | FBW7 activator | GPR151 activ | MITF inh | TEAD-YAP inh
COc1ccc(C2CC(=O)C3=C(C2)Nc2ccccc2N(C(=O)CCC(=O)O)C3c2ccccc2Cl)cc1 (stereo not given) | 0.2 | -0.2 | 9.8 | -6.9
O=S(=O)(NCCNS(=O)(=O)c1ccc(F)cc1)c1ccc(F)cc1 | -0.1 | -0.6 | -9.3 | -0.4
CC(=O)c1cccc(NC(=O)CN(c2ccc(C)c(C)c2)S(=O)(=O)c2ccccc2)c1 | 0.1 | -0.7 | 0.5 | 9.5
O=C(CCCNS(=O)(=O)c1cccc2nsnc12)NCCc1ccc(Cl)cc1 | -0.2 | -0.5 | -1.9 | 12.3
C[N+]1(C)CCc2cc3c(c4c2C1Cc1ccccc1-4)OCO3 (stereo not given) | 0.0 | 0.7 | 6.7 | 11.8
Cc1ccc(C(=O)NNC(=O)CCCSc2nc3ccccc3s2)cc1 | -0.1 | -1.9 | -12.4 | 4.9
O=C(O)CCn1ncc2ccccc2c1=O | 0.2 | 0.4 | 8.6 | 5.0
Cc1ccc(C)c(NC(=S)N(Cc2ccccn2)Cc2ccccc2Cl)c1 | -0.2 | 0.0 | -4.0 | -7.3
COc1ccccc1C(=O)Nc1cccc(C(=O)O)c1 | 0.1 | -2.2 | 11.9 | -39.0
CCN(CCCNC(=O)CNC(=O)Cn1cnc2ccccc2c1=O)c1ccccc1 | -0.1 | -0.5 | 7.2 | -1.4
COc1cc(/C=N/NC(=O)CSc2n[nH]c(=O)[nH]c2=O)ccc1OCc1ccccc1 | 1.1 | -2.2 | -3.1 | -24.1
CS(=O)(=O)N(CC(=O)N1CCN(c2ccccc2F)CC1)c1ccccc1F | 0.1 | -0.2 | 1.0 | -0.9
CCC(=O)NC(Nc1sc2c(c1C(N)=O)CCC2)(C(F)(F)F)C(F)(F)F | 0.0 | 2.5 | -4.6 | -3.5
CC(=O)C1=C(C)OC(N)=C(C#N)C1c1cccc(Cl)c1 (stereo not given) | 0.1 | -1.0 | 1.5 | 1.3
Cc1ccc(C2=N/C(=C\c3ccc(F)cc3)C(=O)O2)cc1[N+](=O)[O-] | 0.0 | 1.8 | 13.8 | -1.2
CCC(=O)Nc1nc2ccc3nc(C)sc3c2s1 | -0.1 | 1.0 | -4.8 | -39.2
CC(=O)[C@@H]1[C@@H](c2ccc3c(c2)OCO3)C(C#N)(C#N)[C@H]2C=Cc3ccccc3N12 | -0.2 | 0.6 | -0.6 | 0.3
Nc1ccc2nc(SCC(=O)c3ccccc3)sc2c1 | -0.3 | 1.2 | -3.2 | -15.8
COc1cccc(NC(=O)CSc2nc3cc(C(=O)NCc4ccco4)ccc3c(=O)n2Cc2ccco2)c1 | 0.2 | -1.0 | 18.4 | -6.3
COc1ccc(C2/C(=C(\O)c3ccc(Br)cc3)C(=O)C(=O)N2c2nccs2)cc1OC (stereo not given) | 0.1 | -0.3 | 12.4 | -9.1
CCCNC(=S)N(CCCN(C)C)Cc1cc2cc3c(cc2[nH]c1=O)OCO3 | -0.1 | -0.7 | -9.2 | -0.4
N#C/C(=C\c1ccc(-c2ccc(Cl)c(C(=O)O)c2)o1)C(=O)NCC1CCCO1 (stereo not given) | -0.1 | 1.2 | -4.0 | -9.0
Cc1ccc(CN2CCN(Cc3cccnc3)CC2CCO)o1 (stereo not given) | 0.0 | -2.3 | -18.5 | -3.5
CC(=O)N(c1cccc(Cl)c1)C1C=CS(=O)(=O)C1 (stereo not given) | -0.1 | -1.6 | -2.5 | -6.8
CC1CCN(C(=O)CCNc2c(N3CCCC3)c(=O)c2=O)CC1 | 0.7 | -2.5 | 13.5 | 0.6
c1ccc(C(c2nnnn2Cc2cccs2)N2CCN(C3CCCC3)CC2)cc1 (stereo not given) | -0.1 | -0.8 | 13.3 | -43.0
CC12CC3CC(C)(C1)CC(CNC(=O)c1ccccc1)(C3)C2 | 0.0 | -0.2 | 0.4 | -0.6
Cc1cc(C)cc(OCC(O)CN(CCO)CCO)c1 (stereo not given) | 0.1 | -0.7 | 14.2 | 4.3
O=S(=O)(N/N=C1/CCSc2ccccc21)c1ccc(Br)cc1 | -0.1 | -0.1 | 13.2 | 8.2
CC(C)C(=O)NC(=S)Nc1ccc(N2CCOCC2)c(Cl)c1 | -0.1 | 0.2 | 6.2 | -9.4
NC(=O)c1ccc(-c2nc(NCCN3CCOCC3)c3ncn(-c4ccsc4)c3n2)cc1 | 0.1 | 1.4 | 20.8 | 33.3*
